Cl transport mod – modulators of human KCC2 chloride dependent transport. 190,000 compounds, 2.2% hits. AID 1456. B-score of Tl+ flux slope (higher = more flux/activation; lower = inhibition) at 10 µM. Q9H2X9. KCC2 cells, thallium flux FluoZin-2 fluorescence;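 active = thallium flux slope and its plate-corrected score both differing from the plate sample mean at a set confidence after two filtering rounds, in either direction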;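 also: slope of fluorescence scaled to starting intensity during 10 to 20 s after thallium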
14-3-3 Bad PPI – disrupts binding of bovine 14-3-3 zeta to phospho-Bad peptide; P63103; TR-FRET 14-3-3zeta/Dy647-pBad peptide displacement, 1 h; inhibition, % at 21.7 µM; 220,000 compounds, 0.71% hits; AID 781;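 active = inhibition above about 70%, limit read from the data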;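 also: 0% = full 14-3-3 plus peptide FRET controls and 100% = background without 14-3-3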
Target sequence (P63103 whole entry, looked up): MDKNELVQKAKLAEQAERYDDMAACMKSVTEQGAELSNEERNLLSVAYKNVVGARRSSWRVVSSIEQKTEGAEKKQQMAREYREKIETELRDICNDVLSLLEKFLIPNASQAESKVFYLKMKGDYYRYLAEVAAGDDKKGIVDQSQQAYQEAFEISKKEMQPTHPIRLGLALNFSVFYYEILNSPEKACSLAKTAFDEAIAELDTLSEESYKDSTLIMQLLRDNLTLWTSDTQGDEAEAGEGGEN
Rad51 HR inh – blocks human Rad51 in homologous recombination; 200,000 compounds, 0.085% hits; AID 1385; hRad51 DNA strand exchange, fluorescence dequenching; inhibition, % at 10 µM; Q06609;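 active = inhibition above 40% at the single screening dose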;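 also: 0% = DMSO control wells and 100% = blanks with heterologous ssDNA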
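Material: human Rad51–ssDNA filaments; Probe or stimulus: labelled 47-mer dsDNA for strand exchange; Doses: single 10 µM dose; Incubation: 37 °C 15-min filament assembly, 30-min compound preincubation, 15-min exchange; Technique: FRET fluorescence dequenching, excitation 485 nm, emission 520 nm; Measure: Fluorescence-based percent inhibition, control- and blank-normalised; Benchmarks: plate control and blank wells.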
EBV gp42 block – EBV gp42 inhibition; Fluorescence polarization binding assay, mP read-out; AID 1085; Q1HVG2; 220,000 compounds, 0.42% hits; inhibition, % (tested at 21.74 µM); in the data active = inhibition above about 50%
Target sequence (Q1HVG2 whole entry, looked up): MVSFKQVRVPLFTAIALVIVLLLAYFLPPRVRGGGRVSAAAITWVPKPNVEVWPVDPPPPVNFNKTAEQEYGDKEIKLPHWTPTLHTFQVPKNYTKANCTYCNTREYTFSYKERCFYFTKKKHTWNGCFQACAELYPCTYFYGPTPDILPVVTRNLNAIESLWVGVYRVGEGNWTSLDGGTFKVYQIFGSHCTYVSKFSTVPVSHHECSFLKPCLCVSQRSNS
eIF4E-4G inh – blocks eIF4E binding to eIF4G; P63073+Q04637; TR-FRET eIF4E-eIF4GI(517-606) binding, 2 h; inhibition, % at 21.7 µM; 220,000 compounds, 0.37% hits; AID 782;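 also: 0% = full FRET control wells and 100% = background wells lacking eIF4GI fragment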
hK5 inh – blocks human kallikrein 5 protease activity | Q9Y337 | recombinant hK5, fluorogenic AMC substrate cleavage | inhibition, % at 5 µM | 210,000 compounds, 0.59% hits | AID 873;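 active = inhibition of 40% or more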;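 also: 0% = enzyme controls without compound and 100% = no-enzyme blanks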
NCF1 inh – blocks human p47phox regulatory protein of NADPH oxidases; inhibition, % at 24.7 µM; 220,000 compounds, 0.53% hits; p47phox/p22phox peptide binding, fluorescence polarization, 2 h;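 also: 0% = p47phox with labelled peptide and 100% = labelled peptide alone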
Furin inh – blocks human furin protease activity. P09958. purified furin, fluorogenic substrate cleavage. inhibition, % at 30 µM. 220,000 compounds, 0.061% hits. AID 463115; in the data active = inhibition above about 25%; also: inactives centre near -15
Target sequence (P09958 108-714 limits assumed): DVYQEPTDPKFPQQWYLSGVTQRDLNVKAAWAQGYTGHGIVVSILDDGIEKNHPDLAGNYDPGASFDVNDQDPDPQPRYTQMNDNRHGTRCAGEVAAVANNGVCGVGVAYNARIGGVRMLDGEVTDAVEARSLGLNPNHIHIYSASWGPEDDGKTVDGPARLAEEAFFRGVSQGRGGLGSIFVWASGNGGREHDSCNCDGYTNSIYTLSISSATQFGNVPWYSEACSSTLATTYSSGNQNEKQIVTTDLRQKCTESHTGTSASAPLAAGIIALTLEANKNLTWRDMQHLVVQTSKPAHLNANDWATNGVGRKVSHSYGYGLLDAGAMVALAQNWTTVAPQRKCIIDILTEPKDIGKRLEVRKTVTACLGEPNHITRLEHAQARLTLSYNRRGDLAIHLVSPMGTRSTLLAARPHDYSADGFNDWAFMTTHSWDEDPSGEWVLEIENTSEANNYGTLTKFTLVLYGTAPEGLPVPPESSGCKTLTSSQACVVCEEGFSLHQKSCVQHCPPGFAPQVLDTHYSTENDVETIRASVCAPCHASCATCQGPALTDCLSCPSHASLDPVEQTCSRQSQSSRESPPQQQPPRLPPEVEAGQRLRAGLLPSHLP
Thrombin inh – inhibitors of human thrombin; P00734; alpha-thrombin, Boc-VPR-AMC fluorogenic substrate cleavage; inhibition, % at 5 µM; 220,000 compounds, 0.26% hits; AID 1046;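 active = inhibition at or above 40%; inactive = inhibition below 40%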;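 also: 0% = enzyme with no compound and 100% = wells without enzyme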
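Assay system: human alpha-thrombin enzyme. Reagent: Boc-VPR-AMC substrate, 15 µM final. Compound dosing: one concentration per compound, 5 µM, with 0.2% DMSO. Incubation: room-temperature reaction. Technique: AMC fluorescence, 355/460 nm. Measure: % inhibition relative to enzyme controls and enzyme-free blanks.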
Numbers without * were called inactive; . = no result given; [ ] = remark or other dose.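 The calls were made as follows, unless noted: active = inhibition above about 30% (limit read from the data); inactive = the rest.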

Start of the data: the first 16 records as a preview:
SMILES	Cl transport mod	14-3-3 Bad PPI	Rad51 HR inh	EBV gp42 block	eIF4E-4G inh	hK5 inh	NCF1 inh	Furin inh	Thrombin inh
CC1(C)Cn2c(nc(=O)c3c2NCN(CCc2ccccc2)C3)S1	-0.28	4	.	8	-1	.	-5	-5	-4
CCNc1c([N+](=O)[O-])c(=O)n(CC)c2ccccc12	-0.36	2	11	-15	-1	-1	-7	-14	-4
Cc1cnc(NC(=O)CSc2nnc(-c3cccs3)n2C)s1	-1.6	-3	0	-16	-5[fluorescence artefact?]	-7	-12	-19	-1
COc1cc(C(=S)N2CCN(c3ccccc3Cl)CC2)cc(O)c1O	0.16	-16	9	-12	28	2	-4	-24	2
Cc1cc(C)n2nc(C(=O)Nc3cccnc3)nc2n1	0.46	10[fluorescence artefact?]	-2	1	11	-4	-3	-15[20 µM]	-10
CCOc1ccc(S(=O)(=O)N/N=C(\C)c2ccc(Cl)c(Cl)c2Cl)cc1	1.6	8	-1	-18	-4[fluorescence artefact?]	-6	-12	-14	-2
CC(C)N1CCN(Cc2cccn2-c2cccnc2)CC1CCO (stereo not drawn)	0.14	-15	-3	-15	2	0	4	-24	-1
CC(=O)Nc1ccc(S(=O)(=O)NNC(=O)c2cc3c4ccccc4n(C)c3s2)cc1	.	5	1	-30	-10	-11	-12	-21[20 µM]	-1
CC(C)C(=O)Nc1cccc(-c2cn3ccccc3n2)c1	0.32	15	.	4	3	24	-1	-15	24
CN1C(=S)SC(C)(C)C1/[N+]([O-])=C/c1cccnc1 (stereo not drawn)	1.3	-6	-4	-16	-5[fluorescence artefact?]	-6	-5	-12	4
Cc1sc(NC(=O)C2C3CCC(O3)C2C(=O)O)nc1-c1ccc(CC(C)C)cc1 (stereo not drawn)	-0.63	12	-7	-5	-5[fluorescence artefact?]	-16	-10	-10	-2
Cc1ccc(N/C(C(Cl)=C(Cl)Cl)=C(/Cl)[N+](=O)[O-])c(C)c1	.	6	3	-10	-4	-16	-5	-24	2
Cc1cc(NC(=O)c2ccccc2NS(=O)(=O)c2c(C)c(C)cc(C)c2C)no1	0.042	5	.	3	0	-5	-13	-11	-7
CCOC(=O)N1CCN(C(=O)Cc2cccs2)CC1	.	-1[fluorescence artefact?]	-4	-17	-4[fluorescence artefact?]	-25	-16	-18	-3
CC(Oc1ccc(Cl)cc1)c1ccc(C#N)c(=O)[nH]1 (stereo not drawn)	-1.3	-4	31	-8	1	-15	-2	-12	2
Cc1ccc(C)c(S(=O)(=O)N2CCN(C(C(=O)Nc3ccc(F)cc3)c3ccccc3)CC2)c1 (stereo not drawn)	0.98	1[fluorescence artefact?]	-10	-23	18	-8	-18	-16	-6

The list itself (from the top)
SMILES	Cl transport mod	14-3-3 Bad PPI	Rad51 HR inh	EBV gp42 block	eIF4E-4G inh	hK5 inh	NCF1 inh	Furin inh	Thrombin inh
CC1(C)Cn2c(nc(=O)c3c2NCN(CCc2ccccc2)C3)S1	-0.28	4	.	8	-1	.	-5	-5	-4
CCNc1c([N+](=O)[O-])c(=O)n(CC)c2ccccc12	-0.36	2	11	-15	-1	-1	-7	-14	-4
Cc1cnc(NC(=O)CSc2nnc(-c3cccs3)n2C)s1	-1.6	-3	0	-16	-5[fluorescence artefact?]	-7	-12	-19	-1
COc1cc(C(=S)N2CCN(c3ccccc3Cl)CC2)cc(O)c1O	0.16	-16	9	-12	28	2	-4	-24	2
Cc1cc(C)n2nc(C(=O)Nc3cccnc3)nc2n1	0.46	10[fluorescence artefact?]	-2	1	11	-4	-3	-15[20 µM]	-10
CCOc1ccc(S(=O)(=O)N/N=C(\C)c2ccc(Cl)c(Cl)c2Cl)cc1	1.6	8	-1	-18	-4[fluorescence artefact?]	-6	-12	-14	-2
CC(C)N1CCN(Cc2cccn2-c2cccnc2)CC1CCO (stereo not drawn)	0.14	-15	-3	-15	2	0	4	-24	-1
CC(=O)Nc1ccc(S(=O)(=O)NNC(=O)c2cc3c4ccccc4n(C)c3s2)cc1	.	5	1	-30	-10	-11	-12	-21[20 µM]	-1
CC(C)C(=O)Nc1cccc(-c2cn3ccccc3n2)c1	0.32	15	.	4	3	24	-1	-15	24
CN1C(=S)SC(C)(C)C1/[N+]([O-])=C/c1cccnc1 (stereo not drawn)	1.3	-6	-4	-16	-5[fluorescence artefact?]	-6	-5	-12	4
Cc1sc(NC(=O)C2C3CCC(O3)C2C(=O)O)nc1-c1ccc(CC(C)C)cc1 (stereo not drawn)	-0.63	12	-7	-5	-5[fluorescence artefact?]	-16	-10	-10	-2
Cc1ccc(N/C(C(Cl)=C(Cl)Cl)=C(/Cl)[N+](=O)[O-])c(C)c1	.	6	3	-10	-4	-16	-5	-24	2
Cc1cc(NC(=O)c2ccccc2NS(=O)(=O)c2c(C)c(C)cc(C)c2C)no1	0.042	5	.	3	0	-5	-13	-11	-7
CCOC(=O)N1CCN(C(=O)Cc2cccs2)CC1	.	-1[fluorescence artefact?]	-4	-17	-4[fluorescence artefact?]	-25	-16	-18	-3
CC(Oc1ccc(Cl)cc1)c1ccc(C#N)c(=O)[nH]1 (stereo not drawn)	-1.3	-4	31	-8	1	-15	-2	-12	2
Cc1ccc(C)c(S(=O)(=O)N2CCN(C(C(=O)Nc3ccc(F)cc3)c3ccccc3)CC2)c1 (stereo not drawn)	0.98	1[fluorescence artefact?]	-10	-23	18	-8	-18	-16	-6
CCNC(=O)C1CCCc2c1[nH]c1ccc(Cl)cc21 (stereo not drawn)	0.23	-15	13	8	1	-2	-2	-14	5
Cn1c(=O)c2[nH]c(CN3CCN(Cc4ccccc4)CC3)nc2n(C)c1=O	0.54	-8	5	-12	-7	7	4	-14[20 µM]	-4
COc1ccc(NC2=C(C(C)=O)C(c3ccc(OC)c(OC)c3)C(C(C)=O)C(C)(O)C2)cc1 (stereo not drawn)	-1.2	-4	4	-7	-1	-7	-23	-26[20 µM]	5
Cc1ccc2nc(Cl)c3nnnn3c2c1	-3.2	4	-23	-9	0	-15	2	2	5
O=c1[nH]c(SCc2cccc(Cl)c2)nc2c1CCCC2	.	4	3	-27	0	3	-12	-29	-2
CCOC(=O)Nc1oc2ccccc2c(=O)c1CN1CCOCC1	-0.8	-6	5	-8	1	-10	2	-28	-4
COc1ccc(Nc2nc3ccccc3nc2NS(=O)(=O)c2ccc(NC(C)=O)cc2)cc1	-1.6	-5	.	4	0	-2	-8	-6	-17
Cc1nc2cnccc2n1C	0.57	0	-7	-7	-2	-5	1	-17	-11
COc1ccc(C(=O)NCC(=O)N=Nc2c(O)n(Cc3ccccc3)c3ccccc23)cc1OC	-1.6	11	-2	-7	0	-9	-1	-13	-8
SMILES	Cl transport mod	14-3-3 Bad PPI	Rad51 HR inh	EBV gp42 block	eIF4E-4G inh	hK5 inh	NCF1 inh	Furin inh	Thrombin inh
Cc1ccc(O)c(N=NC2=C(O)CC(C)(C)CC2=O)c1	1.1	-14	-17	-67	-2	-79	-20	18	-5
CN(C)c1ccc(N=Nc2nc3ccccc3n2C)cc1	-2.3	-15	.	-6	-13	7	-164	-17	0
CC(=O)C1=C(C)OC(N)=C(C#N)C1c1ccco1 (stereo not drawn)	-0.097	-7	-3	-6	10	8	-8	-6	-4
CCOC(=O)N1CCC(=NNc2ccc(S(N)(=O)=O)cc2[N+](=O)[O-])CC1	-0.19	-14	9	-1	1	2	-14	-13	-3
CCOC(=O)CCCCC(=O)c1[nH]c(=O)[nH]c1CSc1nnc2c3ccccc3n(C(C)C)c2n1	0.52	-2	1	-1	-4	-5	-5	-21	-4
O=C(CC1C(=O)NC2CCCCC2N1C(=O)c1ccc([N+](=O)[O-])cc1)Nc1ccccc1 (stereo not drawn)	-0.26	-8	0	-1	4	-7	-5	-20	0
Cc1c(OCc2ccccc2)c(=O)ccn1Cc1ccc(F)cc1	.	64	3	0	-2	10	1	-16	-1
CC(=O)Nc1ccccc1-c1nnc(SCc2ccccc2Cl)[nH]c1=O	0.78	12	-8	0	2	-3	-1	-12[20 µM]	4
O=C(c1ccc(Br)cc1)c1cc([N+](=O)[O-])ccc1N1CCOCC1	-0.35	-7	-4	-10	0	3	4	-23	-10
COc1ccc(C(C)NC(=S)NC2CCCC2)cc1OC (stereo not drawn)	0.57	2	2	-4	3	-8	-6	-23	-15
CC(=O)N[C@@H]1c2c(ccc3ccccc23)OC[C@@H]1COC(C)=O	-0.74	-2	-31	2	1	-4	-4	-13	-14
CCCc1cc(=O)[nH]c(SCC(=O)N2CCCc3ccccc32)n1	-1.2	-7	2	-21	-1	4	-4	-20	-8
c1ccc2c(c1)nc(N1CCOCC1)c1ccccc12	-0.081	3	3	-3	3	-1	-3	-23	-9
COc1cccc(NC(=O)Nc2nnc(N3CCCCC3C)s2)c1 (stereo not drawn)	-0.55	-1[fluorescence artefact?]	.	-2	4	-1	-15	-9	0
O=C(O)CSc1cc(NS(=O)(=O)c2cccc([N+](=O)[O-])c2)c2ccccc2c1O	0.49	86*	23	-2	24	-40	11	-2	-10
O=c1c2c(nc3n1CCCCC3)-c1ccccc1CC21CCCC1	.	9	-2	-7	4	2	-8	-24	-3
CC(C)(C)c1ccc(C(=O)/C=C2\NC(=O)CS2)cc1	31*	-8[fluorescence artefact?]	-1	-9	-1	2	-18	13	-2
S=C(NC1CCCC1)N1CCN(c2ccccn2)CC1	-0.47	-1	-7	-14	1	-10	-2	-10	-6
Nn1c(SCC(=O)NCCCc2ccccc2)nnc1-c1cccnc1	1.4	-9	.	3	-3	-5	-6	-10	-16
COC(=O)c1cc(OC)c(OC)cc1NC(=O)c1cccc(OC)c1OC	-0.0029	-1	7	-8	-10	-9	-6	-10	-9
CC1CCc2c(nc3nc[nH]n3c2=O)C1 (stereo not drawn)	0.26	-7	2	-13	-10	-24	-8	-22[20 µM]	-2
COc1ccc(-c2csc(NC(=O)CN3C(=O)CCC3=O)n2)cc1	0.046	-5	-4	6	-7	-2	-4	-21	.
Cn1cc(CNC(=O)CC2C(=O)NCCN2CC(C)(C)C)cn1 (stereo not drawn)	.	-7	-2	6	-4	.	5	-29	-3
CS(=O)(=O)N(CC(=O)Nc1ccc2c(c1)OCCO2)c1ccc2c(c1)OCO2	1.2	-11[fluorescence artefact?]	7	-12	-7[fluorescence artefact?]	-16	-7	-20[20 µM]	-10
CCCCOc1ncnc2c1[nH]c1ccc(OC)cc12	0.83	-2	-5	-5	7	-9	-7	-10[20 µM]	-3
COc1cc(C(C(=O)NC2CCCC2)N(C(=O)Cc2cccs2)C2CC2)cc(OC)c1OC (stereo not drawn)	-0.012	-11	15	-8	2	15	0	-15	0
CCn1nc(C)cc1C(=O)N1CCCC(C(=O)c2cccc(OC)c2)C1 (stereo not drawn)	-1.5	-7	1	-7	0	0	-3	-34	-6
CC(C)c1ccc(S(=O)(=O)N2CCN(C(C)C(=O)Nc3ccccc3-c3ccccc3)CC2)cc1 (stereo not drawn)	-0.52	-11[fluorescence artefact?]	2	-1	-16	-14	-14	-4	-10
O=S(=O)(Nc1ccc(N2CCOCC2)cc1)c1cccs1	1.4	4[fluorescence artefact?]	-4	-1	-2[fluorescence artefact?]	5	-15	-16[20 µM]	0
COc1ccc(Oc2c(O)c3ccccc3n(C)c2=O)cc1	.	3	33	-16	-2	-11	-2	-11	0
